IDH1 mut inh – IDH1 R132H (human) inhibition; IDH1 R132H reductase, diaphorase/resazurin fluorescence, 60 min; inhibition, % at 10 µM; 70,000 tested, 0.18% active; O75874; in the data active means inhibition above about 34%;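 further: 0% = DMSO and 100% = no enzyme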
Target sequence (O75874 whole entry R132H): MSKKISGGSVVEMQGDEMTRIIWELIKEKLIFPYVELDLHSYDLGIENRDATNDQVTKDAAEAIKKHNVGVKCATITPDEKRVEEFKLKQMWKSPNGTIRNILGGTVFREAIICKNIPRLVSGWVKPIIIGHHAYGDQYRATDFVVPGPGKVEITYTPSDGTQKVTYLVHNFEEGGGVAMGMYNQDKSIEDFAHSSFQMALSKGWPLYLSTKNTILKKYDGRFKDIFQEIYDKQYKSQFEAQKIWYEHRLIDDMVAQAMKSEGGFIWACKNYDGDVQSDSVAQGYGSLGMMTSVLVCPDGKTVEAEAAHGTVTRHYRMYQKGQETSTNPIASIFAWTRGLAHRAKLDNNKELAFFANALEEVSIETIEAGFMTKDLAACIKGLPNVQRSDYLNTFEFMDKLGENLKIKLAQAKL
EZH2 inh – blocks human EZH2/PRC2 H3K27 methylation | Q15910 | DELFIA TRF, 1 h | 57,000 tested, 0.35% active | inhibition, % at 12.5 µM | AID 651548;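 active means mean inhibition of replicates at least 50% and every single replicate also reaching 50%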;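 further: dimethyl H3K27 on biotinylated H3 21-44 peptide detected by antibody; plate controls were median neutral control wells for no effect and median positive control wells for full effect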
* hit, by the source's call; / = not tested or not shown.

SMILES	IDH1 mut inh	EZH2 inh
C[C@H]1CN([C@@H](C)CO)C(=O)c2cccc(NC(=O)C3CC3)c2O[C@@H]1CN(C)C(=O)Nc1ccccc1	2.7	1.1
Cc1noc(C)c1S(=O)(=O)Nc1ccc2c(c1)C(=O)N([C@H](C)CO)C[C@H](C)[C@@H](CN(C)C(=O)CCC(F)(F)F)OCCCC[C@@H](C)O2	2.8	/
Cc1cc(C)cc(N(CC(=O)Nc2c(C)cc(C)cc2C)S(C)(=O)=O)c1	-0.5	9.1
COc1ccc(S(=O)(=O)N(C)C[C@H]2Oc3ccc(NC(=O)NC4CCCCC4)cc3CC(=O)N([C@H](C)CO)C[C@@H]2C)cc1	0.1	/
CO[C@H]1CN(C)C(=O)c2cc(NC(=O)C3CCCC3)ccc2OC[C@@H](C)N(CC2CC2)C[C@H]1C	0.5	2.3
O=C(N[C@H]1CC[C@@H](CCNS(=O)(=O)c2ccc(F)cc2)O[C@H]1CO)C1CCCC1	0.3	-4.0
C[C@H]1CN([C@@H](C)CO)C(=O)Cc2cc(NS(=O)(=O)c3cn(C)cn3)ccc2O[C@@H]1CN(C)Cc1ccc(C(=O)O)cc1	-0.2	/
CC(C)NC(=O)N(C)C[C@H]1OCc2ccccc2-c2c(n(C)c3ccccc23)C(=O)N([C@@H](C)CO)C[C@H]1C	0.3	-3.0
C[C@@H]1CN([C@@H](C)CO)C(=O)c2cc(NC(=O)C3CC3)ccc2O[C@@H]1CN(C)C(=O)NC1CCCCC1	0.4	/
COc1cccc2c1NC1CC(C)CCC1C2(C)C (stereo not given)	-1.4	5.4
CC(C)NC(=O)NCC[C@H]1CC[C@@H](NS(=O)(=O)c2ccc(Oc3ccccc3)cc2)[C@H](CO)O1	0.2	-7.6
C[C@H](CO)N1C[C@H](C)[C@H](CN(C)Cc2ccc(C(=O)O)cc2)Oc2ccc(NC(=O)C3CC3)cc2C1=O	2.6	0.3
C[C@H](CO)N1C[C@H](C)[C@@H](CN(C)C(=O)Nc2ccccc2)OCCCC[C@H](C)Oc2ccc(NS(C)(=O)=O)cc2C1=O	0.8	/
O=C(NCc1ccccc1)[C@@]1(CCS(=O)(=O)c2ccccc2)COC(c2ccc(OCCCO)cc2)=N1	/	3.0
COc1ccc(NC(=O)NCc2ccc(C(=O)O)cc2)c(OC)c1	0.2	-5.6
COc1ccccc1-c1ccc2c(c1)O[C@@H](CN(C)CC1CCOCC1)[C@H](C)CN([C@@H](C)CO)S2(=O)=O	-1.4	-6.5
Nc1nc(SCC(=O)Nc2ccccc2C(F)(F)F)n[nH]1	0.2	-2.9
Cc1noc(C)c1S(=O)(=O)Nc1ccc2c(c1)CC(=O)N([C@@H](C)CO)C[C@@H](C)[C@@H](CN(C)S(=O)(=O)c1ccccc1)O2	-3.4	/
CC(C)CC#Cc1ccc2c(c1)O[C@@H](CN(C)CC1CCOCC1)[C@@H](C)CN([C@@H](C)CO)S2(=O)=O	-6.6	16.6
C[C@@H]1CN([C@@H](C)CO)C(=O)c2cc(C#C[C@@H](C)O)cnc2O[C@H]1CN(C)C(=O)c1ccccc1	-2.3	/
COc1ccc([Si](C)(C)[C@H]2[C@H](CCn3cc(CCO)nn3)O[C@@]3(C(=O)N(Cc4cccc(N5CCC5=O)c4)c4ccccc43)[C@@H]2C)cc1	-0.3	34.0
C[C@@H]1CN([C@@H](C)CO)C(=O)c2cc(NC(=O)Nc3ccc(F)cc3)ccc2O[C@H]1CN(C)C	-2.9	/
O=C(CCn1nc(-c2ccccc2)c2ccccc2c1=O)Nc1cccc(Br)c1	0.5	9.8
CCC(Sc1nc(C)cc(=O)[nH]1)C(=O)Nc1ccccc1C#N (stereo not given)	0.1	1.9
C[C@H](CO)N1C[C@H](C)[C@H](CN(C)C(=O)C2CC2)Oc2cc(-c3cncnc3)ccc2S1(=O)=O	-4.9	-0.2
C[C@@H]1CN([C@H](C)CO)C(=O)Cc2cc(NS(=O)(=O)c3ccc(Cl)cc3)ccc2O[C@H]1CN(C)S(=O)(=O)c1cn(C)cn1	0.0	/
Cc1ccc(S(=O)(=O)Nc2ccc3c(c2)C(=O)N([C@H](C)CO)C[C@@H](C)[C@@H](CN(C)Cc2ccc(-c4ccccc4)cc2)O3)cc1	1.2	/
O=C(N[C@@H]1CC[C@H](CCn2cc(-c3ccccc3F)nn2)O[C@@H]1CO)c1ccc2c(c1)OCO2	-0.1	-10.5
O=C(NCC[C@H]1CC[C@H](NC(=O)C2CCC2)[C@@H](CO)O1)c1cnccn1	-0.6	15.0
C[C@@H]1CN([C@H](C)CO)C(=O)Cc2cc(NC(=O)C3CCCCC3)ccc2O[C@@H]1CN(C)S(=O)(=O)c1cccs1	1.9	/
Cc1ccccc1S(=O)(=O)NCC[C@@H]1CC[C@@H](NC(=O)C2CCOCC2)[C@@H](CO)O1	0.1	11.4
C#CCNC(=O)C1=C[C@H](c2ccc(Br)cc2)C[C@H](OCCCCO)O1	/	3.6
O=C(CN1CCOCC1)NCC[C@H]1CC[C@@H](NC(=O)c2ccccc2F)[C@H](CO)O1	0.3	5.7
CC(=O)N(C)C[C@@H]1Oc2ncc(-c3ccccc3F)cc2C(=O)N([C@H](C)CO)C[C@@H]1C	-5.0	-5.5
COc1ccc(F)cc1S(=O)(=O)n1cnc2cc(C)c(C)cc21	-0.8	9.2
CCC(=O)N[C@@H]1CC[C@H](CCNS(=O)(=O)c2ccc(Cl)cc2)O[C@@H]1CO	0.1	4.1
CN(C)CCCOc1ccc(/C=N/NC(=O)c2ccccn2)cc1	/	17.4
C[C@H](CO)N1C[C@H](C)[C@@H](CN(C)S(=O)(=O)c2ccc(Cl)cc2)Oc2ccc(NS(=O)(=O)c3cccs3)cc2CC1=O	0.1	/
COCC(=O)Nc1ccc2c(c1)C(=O)N(C)C[C@H](OC)[C@H](C)CN(C(=O)c1ccccc1F)[C@H](C)CO2	0.1	2.9
C[C@H]1CN([C@@H](C)CO)C(=O)Cc2cc(NC(=O)Cc3ccccc3)ccc2O[C@@H]1CN(C)S(=O)(=O)c1cn(C)cn1	-10.7	/
COC(=O)c1ccc(OC(=O)CS(=O)c2ccc(C(F)(F)F)cc2[N+](=O)[O-])cc1 (stereo not given)	0.2	-15.8
O=C(CN1CCOCC1)N[C@H]1CC[C@H](CCn2cc(C3CCCCC3)nn2)O[C@@H]1CO	0.6	6.6
C[C@@H]1CN([C@@H](C)CO)C(=O)c2cc(NC(=O)C3CCCCC3)ccc2O[C@@H](C)CCCCO[C@H]1CN(C)S(C)(=O)=O	/	-16.9
COc1ccc(NC(=O)Nc2ccc3c(c2)CC(=O)N([C@H](C)CO)C[C@H](C)[C@@H](CN(C)S(=O)(=O)c2ccc(F)cc2)O3)cc1	1.2	/
CC(C)C#Cc1cnc2c(c1)C(=O)N([C@H](C)CO)C[C@@H](C)[C@H](CN(C)C(=O)c1cccc(F)c1)O2	0.1	-8.6
COc1ccc(NC(=O)Nc2ccc3c(c2)C(=O)N([C@@H](C)CO)C[C@@H](C)[C@H](CN(C)C)OCCCC[C@H](C)O3)cc1	1.5	3.6
CO[C@@H]1CN(C)C(=O)c2cc(NS(C)(=O)=O)ccc2OC[C@@H](C)N(CCC(F)(F)F)C[C@H]1C	0.2	4.5
C[C@@H]1CN([C@H](C)CO)C(=O)c2cc(-c3cccc(C#N)c3)cnc2O[C@H]1CN(C)Cc1ccncc1	0.2	/

5 compounds picked at random from the list so far, as already listed:
SMILES	IDH1 mut inh	EZH2 inh
C[C@H]1CN([C@@H](C)CO)C(=O)Cc2cc(NC(=O)Cc3ccccc3)ccc2O[C@@H]1CN(C)S(=O)(=O)c1cn(C)cn1	-10.7	/
COC(=O)c1ccc(OC(=O)CS(=O)c2ccc(C(F)(F)F)cc2[N+](=O)[O-])cc1 (stereo not given)	0.2	-15.8
CO[C@@H]1CN(C)C(=O)c2cc(NS(C)(=O)=O)ccc2OC[C@@H](C)N(CCC(F)(F)F)C[C@H]1C	0.2	4.5
CC(C)C#Cc1cnc2c(c1)C(=O)N([C@H](C)CO)C[C@@H](C)[C@H](CN(C)C(=O)c1cccc(F)c1)O2	0.1	-8.6
O=C(CN1CCOCC1)N[C@H]1CC[C@H](CCn2cc(C3CCCCC3)nn2)O[C@@H]1CO	0.6	6.6

Further records
SMILES	IDH1 mut inh	EZH2 inh
C[C@H]1CN([C@@H](C)CO)C(=O)c2cc(/C=C/c3ccccc3)cnc2O[C@@H]1CN(C)S(=O)(=O)c1ccccc1	/	27.8
C[C@@H]1CN([C@@H](C)CO)C(=O)Cc2cc(N(C)C)ccc2O[C@@H]1CN(C)Cc1ccc(Cl)c(Cl)c1	0.0	-8.2
O=C(C[C@@H]1C=C[C@H](NS(=O)(=O)c2ccc(F)cc2)[C@@H](CO)O1)NC1CCC1	0.0	1.1
C[C@H]1CN([C@@H](C)CO)S(=O)(=O)c2ccc(Br)cc2O[C@H]1CN(C)CC1CC1	0.0	-3.7
C[C@H](CO)N1C[C@H](C)[C@@H](CN(C)CC2CCCCC2)Oc2ccc(NC(=O)C3CC3)cc2CC1=O	-0.3	/
Cn1nc(CC(=O)Nc2ccc(Oc3ccccc3)cc2)c2ccccc2c1=O	0.5	10.7
C[C@@H]1CN([C@H](C)CO)C(=O)c2cc(NS(=O)(=O)c3cccs3)ccc2O[C@H]1CN(C)Cc1ccc(C(=O)Nc2ccccc2N)cc1	0.0	-0.5
Cc1cccc(C)c1OCC(=O)Nc1cccc(C(=O)O)c1C	-0.6	12.7
C[C@@H]1CCCCO[C@@H](CN(C)S(=O)(=O)c2cn(C)cn2)[C@@H](C)CN([C@@H](C)CO)C(=O)c2cc(NC(=O)CCCN(C)C)ccc2O1	0.4	/
Cc1ccc(-c2nc3ccccc3s2)cc1NC(=O)COc1ccc(Br)cc1	-0.1	2.2
C[C@@H]1CN([C@@H](C)CO)C(=O)c2cc(NC(=O)Nc3ccc4c(c3)OCO4)ccc2O[C@H]1CN(C)Cc1ccc(Oc2ccccc2)cc1	1.0	/
COc1ccc(NC(=O)N(C)C[C@@H]2Oc3ccc(NC(=O)Nc4ccc(C(F)(F)F)cc4)cc3C(=O)N([C@@H](C)CO)C[C@H]2C)cc1	0.3	/
C[C@H]1CCCCO[C@H](CN(C)S(C)(=O)=O)[C@@H](C)CN([C@@H](C)CO)C(=O)c2cc(N(C)C)ccc2O1	/	-9.1
NCC[C@H]1CC[C@H](NC(=O)CCN2CCCCC2)[C@@H](CO)O1	-0.3	6.9
COc1ccc(S(=O)(=O)Nc2cccc3c2O[C@@H](CN(C)Cc2ccc(C(=O)O)cc2)[C@@H](C)CN([C@@H](C)CO)C3=O)cc1	-1.8	/
C[C@H]1CCCCO[C@H](CN(C)C(=O)Nc2ccc3c(c2)OCO3)[C@@H](C)CN([C@@H](C)CO)C(=O)c2cc(NS(C)(=O)=O)ccc2O1	1.7	/
C[C@@H]1CN([C@H](C)CO)C(=O)c2cccc(NS(=O)(=O)c3ccccc3)c2O[C@H]1CN(C)C	0.2	/
CO[C@H]1CN(C)C(=O)c2ccc(NS(C)(=O)=O)cc2OC[C@@H](C)NC[C@H]1C	0.1	-1.9
CSc1ccc(C(Nc2cc(C)ccn2)c2ccc3ccc(C)nc3c2O)cc1 (stereo not given)	0.5	-11.2
O=C(CCN1CCCCC1)N[C@H]1CC[C@@H](CC(=O)N2CCC(Cc3ccccc3)CC2)O[C@H]1CO	-0.1	3.2
O=C(Nc1ccc(Cl)cc1)N[C@@H]1CC[C@@H](CCn2cc(Cc3ccccc3)nn2)O[C@@H]1CO	0.5	-14.2
C[C@@H]1CCCCO[C@@H](CN(C)C(=O)Nc2ccccc2)[C@H](C)CN([C@@H](C)CO)C(=O)c2cc(NS(=O)(=O)c3ccc(F)cc3)ccc2O1	0.6	/
COCC#Cc1cnc2c(c1)C(=O)N([C@@H](C)CO)C[C@H](C)[C@@H](CN(C)C(=O)c1cnccn1)O2	-0.1	-14.3
COc1ccccc1S(=O)(=O)N(C)C[C@H]1Oc2cc(C#CCC(C)C)ccc2S(=O)(=O)N([C@@H](C)CO)C[C@@H]1C	-2.3	-14.5
C[C@H](CO)N1C[C@H](C)[C@H](CN(C)Cc2ccc(C(=O)O)cc2)Oc2ccc(NC(=O)Nc3ccc4c(c3)OCO4)cc2CC1=O	1.4	/
COC(=O)Cc1c(C)nc2nc(Cc3ccccc3)[nH]n2c1=O	0.2	-4.6
Cc1nnc2sc(-c3cccc(NC(=O)C(C)Oc4ccc(Cl)cc4Cl)c3)nn12 (stereo not given)	0.1	-10.7
Cc1noc(C)c1NC(=O)Nc1cccc2c1O[C@H](CN(C)C(=O)Nc1ccccc1)[C@@H](C)CN([C@@H](C)CO)C2=O	4.2	/
C[C@H]1CN([C@@H](C)CO)C(=O)c2cccc(N(C)C)c2O[C@@H]1CN(C)Cc1ccc(C(=O)O)cc1	2.6	-4.5
CC(=O)N(/N=C1\Sc2ccccc2C1=O)c1ccccc1	0.6	-48.8
NC(=O)C1=C[C@H](c2ccc(Br)cc2)C[C@H](OCc2ccc(CO)cc2)O1	/	-1.8
COCc1cn(CC[C@H]2CC[C@@H](NC(=O)Nc3ccccc3)[C@@H](CO)O2)nn1	-0.6	2.1
C[C@H]1CN([C@@H](C)CO)C(=O)c2cccc(NS(C)(=O)=O)c2O[C@H]1CN(C)Cc1ccc(Oc2ccccc2)cc1	0.8	/

A few values from above:
In IDH1 mut inh, C[C@H]1CN([C@@H](C)CO)C(=O)c2cccc(NS(C)(=O)=O)c2O[C@H]1CN(C)Cc1ccc(Oc2ccccc2)cc1 reads 0.8
In EZH2 inh, COC(=O)Cc1c(C)nc2nc(Cc3ccccc3)[nH]n2c1=O reads -4.6
In EZH2 inh, COCc1cn(CC[C@H]2CC[C@@H](NC(=O)Nc3ccccc3)[C@@H](CO)O2)nn1 reads 2.1
In IDH1 mut inh, Cc1noc(C)c1NC(=O)Nc1cccc2c1O[C@H](CN(C)C(=O)Nc1ccccc1)[C@@H](C)CN([C@@H](C)CO)C2=O reads 4.2
In EZH2 inh, Cc1nnc2sc(-c3cccc(NC(=O)C(C)Oc4ccc(Cl)cc4Cl)c3)nn12 (stereo not given) reads -10.7
In EZH2 inh, NC(=O)C1=C[C@H](c2ccc(Br)cc2)C[C@H](OCc2ccc(CO)cc2)O1 reads -1.8
In EZH2 inh, C[C@H]1CN([C@@H](C)CO)C(=O)c2cccc(N(C)C)c2O[C@@H]1CN(C)Cc1ccc(C(=O)O)cc1 reads -4.5

Screening results as filed in PubChem BioAssay.

Not all compounds are listed (hit frequency here may not be typical).
